Bioassay records deposited in PubChem BioAssay by National Center for Advancing Translational Sciences (NCATS).
MLL CXXC-DNA inh: MLL CXXC-DNA interaction inhibition; Q03164; MLL-CXXC / FITC-HOXA9 DNA fluorescence polarization; Potency, µM (titrated, usually from 115 µM), for the others: at the highest dose activity change, negative = inhibition, actives largely listed as inhibitors; 0.037% of 290,000 active; AID 2662; active = well fitted inhibition curve with a large enough effect in the polarisation, with a control signal flat, not every such curve was filed as active; inconclusive = small, poorly fitted or top-dose-only effect, or effect the other way, or a change in a side signal; inactive = no such curve, though single readings can be large or run the other way; the % refers to the polarisation; note: potency is the fitted concentration of half-maximal effect
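Fluorescence polarization: 7 uM MLL-CXXC (stock) preincubated 5 min with compounds, then 50 nM fluorescein-HOX-A9 DNA (stock) added; 30 min ambient. Buffer 50 mM Tris-HCl pH 7.5, 50 mM NaCl, 1 mM DTT, 0.05% BSA.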
USP2a inh: inhibitors of human ubiquitin-specific protease USP2a; USP2 core, Ub-CHOP2 coupled fluorogenic reporter, 485/531; Potency, µM (series often up to 38.3 µM), inactives show at the highest dose activity change, negative = inhibition, actives largely listed as inhibitors; O75604; AID 463254; 0.01% of 330,000 active;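 note: potency is the fitted concentration of half-maximal effect; plate controls were DMSO wells for no effect and full inhibition by NEM control for full effect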
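Deubiquitinase activity read as fluorescence (485/531 nm) after Ub-CHOP2 cleavage activates the enterokinase reporter on its substrate; USP2 core 10nM, Ub-CHOP2 and substrate 25nM each, 30min compound preincubation then 60min RT; data normalized to NEM, curves fitted.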
Coupling enz: coupling enzyme interference in Giardia aldolase counter-screen; activity change, negative = inhibition, % at 58.2 µM, hits read low; AID 2472; coupling enzyme system counterscreen, AmpLite Red fluorescence; 0.67% of 290,000 active; in the data active = activity change below about -30%; note: % is set by controls: 0 for no effect and ±100 for the full control effect
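Fluorescence at 525 nm excitation and 598 nm emission measured inhibition of the coupled detection system without aldolase. Compounds (at 57.5 uM final) were preincubated 10 min at room temperature with coupling enzyme reagent before a 20 min substrate/AmpLite Red step.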
Menin MLL FP TR: inhibitors of human menin-MLL interaction, mutant MLL peptide; Potency, µM (top dose mostly 61.6 µM), without a hit: at the highest dose FP activity change, negative = inhibition, most hits filed as inhibitors; AID 1768; Menin + Texas Red MLL mutant peptide, fluorescence polarization; 0.23% of 270,000 active; active = well fitted inhibition curve with a large enough effect in the polarisation, with a control signal flat, not every such curve was filed as active; inconclusive = small, poorly fitted or top-dose-only effect, or effect the other way, or a change in a side signal; inactive = no such curve, though single readings can be large or run the other way; the % refers to the polarisation; note: potency is the fitted concentration of half-maximal effect; % of control where 0% means no effect; many of its hits are not listed in these tables
KCNH2 WT inh: KCNH2 (human, wildtype) channel inhibition; Q12809; U2OS, BacMam KCNH2, thallium flux FluxOr; hits give low values; activity change, % at 1.84 µM; 0.37% of 340,000 active; AID 720551;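 active = maximum activity change below -70%; inconclusive = maximum activity change between -70% and -50%; inactive = maximum activity change above -50%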; note: % is set by controls: 0 for no effect and ±100 for the full control effect
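U2OS cells transduced with wild-type KCNH2 virus are loaded with FluxOr dye for 45 min, and thallium flux is measured in kinetic reads before and after stimulation buffer. Rate constants are normalized to DMSO controls.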
PKM2 act: activators of human pyruvate kinase M2 | purified PKM2, Kinase-Glo ATP luminescence, activation; response scale: 0% is enzyme alone, no compound | Potency, µM (highest dose often 57.5 µM), inactives show at the top dose activation, actives largely listed as activators | 0.34% of 260,000 active; note: potency is the fitted concentration of half-maximal effect; % is set by controls: 0 for no effect and ±100 for the full control effect; nearly all actives have a fitted effect of over 55% in size
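hPK-M2, >95% pure; 0.1 mM ADP / 0.5 mM PEP final; imidazole pH7.2 buffer w/ 7 mM MgCl2, 50 mM KCl; 1 h RT; Kinase-Glo lum. Intermediate enzyme activity for dual inhibitor/activator qHTS.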
B2AR arrestin: beta2AR (human) beta-arrestin recruitment activity; P07550; beta-arrestin recruitment to beta2AR, cell-based reporter; Potency, µM (highest dose often 46.1 µM), for inactives: top-dose activation, hits mostly activators; 0.02% of 330,000 active; AID 492947;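 note: potency is the fitted concentration of half-maximal effect; 0% = DMSO controls and full agonism = EC100 isoproterenol or metaproterenol; nearly all actives have a fitted effect of over 65% in size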
GALK inh: blocks human galactokinase activity; P51570; Purified GALK, Kinase-Glo residual ATP luminescence; Potency, µM (top dose mostly 57.5 µM), inactives show at the top dose activity change, negative = inhibition, most hits filed as inhibitors; 0.007% of 270,000 active; note: potency is the fitted concentration of half-maximal effect; % is set by controls: 0 for no effect and ±100 for the full control effect
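5 nM enzyme, 35 uM ATP, 100 uM galactose, 20 mM HEPES pH8.0, 5 mM MgCl2; 1 h RT; residual ATP by Kinase-Glo Plus luminescence, qHTS format.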
KCNH2 3.1 block: blocks the human KCNH2 3.1 channel isoform. U2OS KCNH2 3.1, thallium flux FluxOr; hits give low values. activity change, % (tested at about 1.8 µM). 0.95% of 340,000 active. AID 720553;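 active = maximum activity change below -70%; inconclusive = maximum activity change from -70% to -50%; inactive = maximum activity change above -50%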;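 note: thallium influx rate constant from kinetic fluorescence after stimulation buffer; % is set by controls: 0 for no effect and ±100 for the full control effect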
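Kinetic fluorescence (2 min after stimulation buffer) measures Tl+ influx through KCNH2 3.1 expressed by viral transduction in U2OS cells; the rate constant is normalized against DMSO controls serving as positive and negative references.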
Giardia killer: Giardia lamblia killing; Giardia lamblia trophozoite viability; 0.15% of 340,000 active; activity change, % at 7.66 µM, hits read low; in the data active = activity change below about -80%; inconclusive = between about -30% and that limit;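 note: parasites exposed to compound for two days anaerobically before the ATP read; % is set by controls: 0 for no effect and ±100 for the full control effect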
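Compounds were tested on trophozoites seeded at 100 cells/well and held 48 hrs at 37 deg C anaerobically. An ATP-based luminescent kit measured the remaining live cells.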
TRPV1 ag: agonists of human vanilloid receptor 1 (TRPV1). Q8NER1. TRPV1-expressing cells, Fluo-8 calcium influx, agonist mode. activation, % at 8.33 µM. 0.19% of 320,000 active. AID 540275; in the data active = activation above about 80%; inconclusive = between about 30% and that limit; note: 0% is about no effect
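Cells expressing TRPV1 were dye-loaded with Fluo-8 and read kinetically: 10 s baseline, 3 min after compound (agonist portion), then 2 min after EC20 capsaicin (allosteric enhancer portion). Calcium-bound dye fluorescence at 480/520 nm.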
An asterisk follows results filed as active; ? = inconclusive; . = no result given; [ ] = dose if it differs, or a comment. Unless noted, calls come from the whole dose curve; as a rule, active = well fitted curve in the direction sought with a large enough effect; inconclusive = small, poorly fitted or top-dose-only effect, or another doubt; inactive = no such curve, though single readings can be large; an effect the other way counts as inactive or inconclusive. These rows are one share of the data, so the mix of outcomes need not match the whole.

SMILES	MLL CXXC-DNA inh	USP2a inh	Coupling enz	Menin MLL FP TR	KCNH2 WT inh	PKM2 act	B2AR arrestin	GALK inh	KCNH2 3.1 block	Giardia killer	TRPV1 ag
COc1ccc(C(=O)c2oc3ccccc3c2NC(C)=O)cc1	1.2%	0.6%	3.8	0.6%	-3.1	15.6%	0.0%	-0.2%	1.6	-9.8	5.4
COc1ccc(NS(=O)(=O)c2cc(C(=O)O)ccc2C)cc1	-0.9%	-2.3%	6.6	13.2%	7.7	2.8%	-0.5%	-3.3%	13.3	21.6	3.8
Cc1nnc(SCC(=O)c2c(N)n(Cc3ccccc3)c(=O)n(C)c2=O)n1C	0.0%	0.5%	6.5	-2.4%	1.3	0.6%	0.3%	3.6%	6.1	1.3	-1.6
Cc1cc(C)cc(C(=O)N2CCCCCC2)c1	8.8%	-1.5%	3.7	-5.7%	-6.8	6.4%	0.1%	2.1%	16.5	4.4	0.5
CC(C)c1c(C(=O)N/N=C/c2ccc3c(c2)OCO3)nnn1-c1nonc1N	17.3%	0.9%	0.4	?	4.4	.	0.1%	2.4%	-1.0	-5.2	?
O=C(COC(=O)/C=C/c1ccc([N+](=O)[O-])cc1)NC1CCCCC1	.	4.8%	.	.	12.0	.	0.0%	.	-16.0	-13.6	-2.6
CCc1c(C(=O)Nc2cc(C(=O)OC)ccc2C)csc1C	8.9%	3.0%	-2.1	-9.5%	5.1	4.7%	4.3%	-5.5%	-17.2	9.3	20.1
COc1cccc(C2=NOC(C(=O)Nc3cc(C)nn3-c3ccccc3)C2)c1OC (stereo unspecified)	1.3%	3.2%	-0.4	-9.6%	29.7	-3.8%	0.3%	-2.7%	9.9	0.8	0.1
COc1ccc(C(=O)COC(=O)[C@H](C)Nc2ccc(C(F)(F)F)cc2[N+](=O)[O-])c(OC)c1	8.8%	-0.3%	1.7	17.9%	-10.9	-0.8%	-0.9%	-2.4%	18.4	19.9	-2.8
COc1ccc(NC(=O)C2CSC3c4ccccc4C(=O)N23)cc1 (stereo unspecified)	8.6%	0.8%	3.7	?	-3.7	1.4%	0.4%	-2.8%	3.1	-29.2	3.6
CC12COC3(C(=O)Nc4ccccc4F)CC1CCC32C (stereo unspecified)	1.0%	-0.1%	1.2	-0.1%	-12.6	-1.2%	-0.1%	0.5%	-35.4	3.7	10.0
O=C(CSc1cnc2ccccc2n1)c1ccc(F)cc1	70.0%[activator]	0.3%	2.0	3.0%	-2.4	-2.7%	2.6%	0.1%	4.1	-19.4	14.0
O=C1CC(NS(=O)(=O)c2cccs2)CN1c1ccccc1 (stereo unspecified)	.	2.2%	.	.	0.5	.	-0.2%	.	-15.7	-4.7	-0.6
CCCOc1ccc(NC(=O)CC2C(=O)N(C)C(=S)N2Cc2cccs2)cc1 (stereo unspecified)	15.9%	-3.5%	1.5	6.1%	-7.4	-11.0%	0.4%	-0.2%	-14.4	-15.3	3.2
COc1ccc(C(=O)NNC(=S)NC(=O)c2cccnc2)cc1	8.6%	2.5%	-1.4	17.4%	-2.4	-0.1%	1.8%	-1.2%	-5.0	-4.8	2.0
CCOC(=O)c1nc[nH]c1C	15.2%	2.0%	0.3	0.2%	3.3	-2.5%	-0.2%	-1.8%	-9.6	-3.6	-1.4
COc1ccc(C(c2c(O)cc(C)oc2=O)c2c(O)cc(C)oc2=O)cc1	2.9%	0.9%	3.1	9.3%	9.4	-1.6%	-0.5%	0.0%	10.2	-18.8	-3.2
COc1ccc([C@@H]2[C@@H]3C(=O)N(C(C)(C)C)C(=O)[C@@H]3[C@]3(Cc4ccccc4)C(=O)N(c4ccc(OC)cc4)C(=O)N23)cc1	.	-1.5%	.	.	0.8	.	0.1%	.	-5.4	-1.7	3.0
S=C(NCc1ccco1)NC1CCCc2ccccc21 (stereo unspecified)	5.2%	1.9%	-0.4	?	1.2	10.7%	0.0%	-0.3%	3.4	-14.2	?
Cc1ccnc(NS(=O)(=O)c2ccc(NC(=O)Cc3ccc(Br)cc3)cc2)n1	6.4%	1.3%	6.0	36.1%[activator]	-0.3	.	-0.1%	-0.9%	21.8	-4.9	4.4
C=CCn1c(=O)c2ccccc2n2c(SCC(=O)c3ccccc3)nnc12	-19.3%	3.9%	-0.1	7.8%	1.0	-2.7%	-0.7%	7.0%	-6.0	-12.5	7.7
COc1ccc(CCn2c(=N)c(C(=O)NC3CCCCC3)cc3c(=O)n4ccccc4nc32)cc1	?	2.8%	.	.	?	.	0.0%	2.8%	-86.7*	-26.6	?
CCCC(c1nnnn1Cc1ccc(OC)cc1)N1CCN(c2ccccc2)CC1 (stereo unspecified)	1.9%	3.0%	-3.7	-10.6%	-0.5	1.9%	-0.1%	-2.7%	-7.2	-11.8	1.4
COc1ccc(C(=O)NCC2(N3CCCCC3)CCCCC2)cc1S(=O)(=O)N(C)C	-0.3%	2.8%	0.4	-7.9%	7.1	2.1%	-0.7%	-0.8%	9.0	0.2	0.2
CC(=O)Nc1ccc(S(=O)(=O)N2CCN(c3cc(C)nc4ncnn34)CC2)cc1	-2.3%	9.5%	3.2	2.6%	1.2	-1.1%	0.2%	1.4%	-18.8	7.3	-0.8
SMILES	MLL CXXC-DNA inh	USP2a inh	Coupling enz	Menin MLL FP TR	KCNH2 WT inh	PKM2 act	B2AR arrestin	GALK inh	KCNH2 3.1 block	Giardia killer	TRPV1 ag
COc1ccc(Cc2noc(CN(C)Cc3cccc(-n4cccn4)c3)n2)cc1OC	-2.6%	8.0%	-0.8	-15.7%	2.6	2.2%	-1.6%	-1.9%	0.3	11.8	?
Cc1nnc(SCc2cccc([N+](=O)[O-])c2)o1	7.0%	1.1%	0.5	0.7%	3.4	-0.5%	-0.2%	-1.0%	2.6	-23.9	2.0
CC(C)c1ccc(C(=O)CSc2ncn[nH]2)cc1	9.5%	3.1%	2.0	-1.0%	9.0	2.4%	?	-1.3%	8.5	-15.7	26.3
Cc1cccc(NS(=O)(=O)c2ccc3c(c2)NC(=O)CO3)c1C	24.3%	-0.7%	.	.	-1.7	.	0.3%	-1.0%	21.4	-19.1	9.6
C=CCN=C1CC(C)(C)CC(=O)/C1=C(\O)c1ccccc1	4.7%	1.3%	2.8	3.0%	-9.4	-0.2%	-0.3%	2.9%	-3.8	-14.4	1.4
Cc1ccc(S(=O)(=O)N(CC(=O)c2ccc(Cl)cc2)C(=O)N2CCN(C)CC2)cc1	.	-1.2%	.	.	-0.2	.	-0.3%	.	4.9	1.9	-1.6
CCC(C)C1C(C#N)=C(N)OC2=C1C(=O)CC(C)(C)C2 (stereo unspecified)	-4.5%	1.1%	-2.4	7.0%	-27.7	-14.6%	-0.1%	-0.8%	3.3	3.8	0.3
O=C(Nc1nnc(SCC(=O)N2CCOCC2)s1)c1ccccc1Cl	-10.1%	1.0%	1.9	-8.0%	-9.6	-9.9%	-0.2%	0.1%	2.0	?	-16.1
COc1ccc(CC2(CO)CCN(Cc3cnn(-c4ccccc4)c3)CC2)cc1	-17.8%	0.9%	-0.7	-6.5%	-45.3	6.5%	-0.2%	-0.8%	-89.2*	-8.1	3.7
O=C(CCNS(=O)(=O)c1ccc(Cl)cc1)N1CCCCCC1	20.8%	-1.3%	.	.	-0.6	-6.2%	-0.3%	-2.7%	1.0	6.4	5.9
CCOc1ccc(-n2nnnc2SCC(=O)NC2CCCC2)cc1	2.1%	3.3%	-0.5	.	-4.8	.	0.0%	-2.2%	-4.8	14.9	2.7
O=C(NC1CCCCC1)C(c1ccncc1)N(Cc1ccc2c(c1)OCO2)C(=O)C(F)(F)F (stereo unspecified)	2.1%	0.6%	-16.2	-1.2%	-8.9	26.5%	-0.5%	-4.3%	-12.3	-6.3	11.9
c1ccc(Oc2nnc(-c3cccs3)c3ccccc23)cc1	3.1%	0.5%	4.9	-12.1%	-3.1	1.5%	0.0%	0.1%	1.3	11.8	26.6
CC(C)N1CCc2c(sc(NC(=O)Cc3ccccc3)c2C#N)C1	.	3.2%	-3.0	-0.7%	12.1	-8.7%	3.1%	.	3.8	19.5	6.9
COc1cc(-c2cc(C(=O)Nc3ccc(N4CCOCC4)cc3)c3ccccc3n2)cc(OC)c1OC	-8.1%	-0.8%	2.7	.	-4.1	-5.3%	0.1%	.	3.0	14.9	-0.3
COc1ccccc1Nc1nc(C2(C)CCC(=O)O2)cs1 (stereo unspecified)	3.5%	-0.2%	-3.0	-4.5%	-18.7	-0.7%	0.2%	-2.3%	-1.2	-1.8	8.3
